S3 lipid droplet: qHTS Assay for Lipid Storage Modulators in Drosophila S3 Cells | hit rate 0.64% among 320,000 | AID 2685, 2010 | lipid storage change, negative = inhibition, % at the top dose, mostly 46.1 µM; hits show Potency in µM | Drosophila S3 cells, BODIPY lipid droplet fluorescence, 18-24 h; cells fed with added oleic acid; active = well fitted inhibition curve with a large enough effect in the signal ratio, with a control signal flat, not every such curve was filed as active; inconclusive = small, poorly fitted or top-dose-only effect, or effect the other way, or a change in a side signal; the % refers to the signal ratio
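Drosophila S3 cells loaded with oleic acid (400 uM, as added) and compounds at several concentrations; lipid droplets imaged by 488-nm laser-scanning cytometry, 500–530 nm intensity and object ratio to cell channel. Percent activity normalized to 20 uM Triacsin C.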
S3 lipid droplet cell count max: further read-out of S3 lipid droplet, marked with its call; cell number change, %; measured here: cell count max response;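 cells counted by Cell Tracker Red CMTPX staining in the red channel; peak over a dose series mostly up to 46.1 µM; percent activity relative to internal control wells on each plate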
* marks the source's active call; other numbers are inactive results. % is set by controls: 0 for no effect and ±100 for the full control effect; potency is the fitted concentration of half-maximal effect. Not all compounds are listed; count on the stated rates, not on these rows.

`Cc1cccc(/C=C(\C#N)C(=O)Nc2ccccn2)c1` gave S3 lipid droplet inactive and S3 lipid droplet cell count max 26.
CCOc1ccc(/C=C2/SC(=S)N(C(C(=O)O)c3ccccc3)C2=O)cc1OCC (centres undefined) was read as S3 lipid droplet 0% and S3 lipid droplet cell count max -10.
Screening COc1ccc(C(c2nnnn2C2CCCCC2)N2CCN(C)CC2)c(OC)c1 (centres undefined) returned S3 lipid droplet -20% and S3 lipid droplet cell count max 9.
For COc1ccccc1C(=O)NN1C(=O)C2C3C=CC(O3)C2C1=O (centres undefined) the results were S3 lipid droplet inconclusive.
Screening CC(Oc1cccc(Cl)c1)C(=O)Nc1ccccc1N1CCCC1 (centres undefined) returned S3 lipid droplet inconclusive.
Screening CC(C)NC(=O)CSc1c2c(nc3ccccc13)CCCC2 returned S3 lipid droplet 10% and S3 lipid droplet cell count max 9.
COc1ccc(C2CC(C(F)(F)F)n3nc(C(=O)NCc4c(C)nn(C)c4C)c(Cl)c3N2)cc1 (centres undefined) was read as S3 lipid droplet inconclusive.
O=C(c1ccc2c(c1)OCO2)N1CCNc2ccccc2C1 was read as S3 lipid droplet inactive.
O=C(NCCc1ccccc1F)C1CC(=O)N(c2ccccc2)C1 (centres undefined) was read as S3 lipid droplet inconclusive.
O=C(CSc1ncc(S(=O)(=O)c2ccccc2)c(=O)[nH]1)Nc1ccccc1Cl was read as S3 lipid droplet 23% and S3 lipid droplet cell count max 11.

Gathered by group: those above with an aryl thioether with sulfur outside any ring.
Screening CC(C)NC(=O)CSc1c2c(nc3ccccc13)CCCC2 returned S3 lipid droplet 10% and S3 lipid droplet cell count max 9.
O=C(CSc1ncc(S(=O)(=O)c2ccccc2)c(=O)[nH]1)Nc1ccccc1Cl was read as S3 lipid droplet 23% and S3 lipid droplet cell count max 11.

Back to the main list with the 4 entries that preceded the break.
COc1ccc(C2CC(C(F)(F)F)n3nc(C(=O)NCc4c(C)nn(C)c4C)c(Cl)c3N2)cc1 (centres undefined) was read as S3 lipid droplet inconclusive.
O=C(c1ccc2c(c1)OCO2)N1CCNc2ccccc2C1 was read as S3 lipid droplet inactive.
O=C(NCCc1ccccc1F)C1CC(=O)N(c2ccccc2)C1 (centres undefined) was read as S3 lipid droplet inconclusive.
O=C(CSc1ncc(S(=O)(=O)c2ccccc2)c(=O)[nH]1)Nc1ccccc1Cl was read as S3 lipid droplet 23% and S3 lipid droplet cell count max 11.
`CCn1ncc(C(=O)Nc2ccc(S(=O)(=O)N3CCCC3)cc2)c1C` gave S3 lipid droplet inconclusive.
For COc1ccc(N2CCN(C(c3nnnn3C3CCCC3)C(C)C)CC2)cc1 (centres undefined) the results were S3 lipid droplet 15% and S3 lipid droplet cell count max 0.
`COc1ccc(NC(=O)c2nc3nccc(C)n3n2)cn1` gave S3 lipid droplet inconclusive.
`CCCC(=O)N(Cc1cc2ccccc2[nH]c1=O)c1ccccc1OC` gave S3 lipid droplet inconclusive.
`COc1ccccc1C(=O)C1CCCN(C(=O)c2cnn(C(C)C)c2)C1` (centres undefined) gave S3 lipid droplet inconclusive.
Screening CCN(c1ccccc1)S(=O)(=O)c1ccc(Cl)c(NC(=O)CSc2ncn[nH]2)c1 returned S3 lipid droplet 22% and S3 lipid droplet cell count max 21.
For COc1ccc(CNc2cccc(C)n2)c(O)c1 the results were S3 lipid droplet inconclusive.
Nc1nc(N)nc(-c2ccc(Cl)c(Cl)c2)n1 was read as S3 lipid droplet 11% and S3 lipid droplet cell count max -2.
For O=C(O)c1ccccc1C(=O)N1CCc2c([nH]c3ccccc23)C1C(F)(F)F (centres undefined) the results were S3 lipid droplet inconclusive.
Screening COc1ccc(-n2nc3c(c2NC(=O)c2ccc(Br)o2)CS(=O)(=O)C3)cc1 returned S3 lipid droplet inconclusive.

Nothing new here: an excerpt of the list.
`Cc1cccc(/C=C(\C#N)C(=O)Nc2ccccn2)c1` gave S3 lipid droplet inactive and S3 lipid droplet cell count max 26.
CCOc1ccc(/C=C2/SC(=S)N(C(C(=O)O)c3ccccc3)C2=O)cc1OCC (centres undefined) was read as S3 lipid droplet 0% and S3 lipid droplet cell count max -10.
Screening COc1ccc(C(c2nnnn2C2CCCCC2)N2CCN(C)CC2)c(OC)c1 (centres undefined) returned S3 lipid droplet -20% and S3 lipid droplet cell count max 9.

(next part)
`COCCCn1c(-c2ccc(OC)cc2)nc2nc3ccccc3nc21` gave S3 lipid droplet inactive and S3 lipid droplet cell count max 6.
COCCNc1nc(C)cc(-c2cc(C(=O)NCc3ccccc3)on2)n1 was read as S3 lipid droplet 6% and S3 lipid droplet cell count max 12.
`COc1cc(Br)c(CC(=O)NC2CC2)cc1OC` gave S3 lipid droplet inconclusive.
COC(=O)c1sc(-c2ccc(Cl)cc2)cc1NC(=O)/C=C/C(=O)O was read as S3 lipid droplet inconclusive.
COC(=O)c1cc(C(=O)c2ccc(Cl)cc2Cl)cn1C was read as S3 lipid droplet -12% and S3 lipid droplet cell count max 13.
`CCOC(=O)/C(C#N)=C/c1c(N2CCN(C)CC2)nc2c(C)cccn2c1=O` gave S3 lipid droplet inactive and S3 lipid droplet cell count max 8.
`N=c1c(S(=O)(=O)c2ccc(Cl)cc2)cc2c(=O)n3ccccc3nc2n1CCc1ccccc1` gave S3 lipid droplet inconclusive.
O=c1cc(Cn2ccnc2)c2cc3c(cc2o1)CCC3 was read as S3 lipid droplet -7% and S3 lipid droplet cell count max -13.
`COc1ccc(CCN(C(=S)Nc2ccccc2)C2CC(=O)N(c3ccccc3)C2=O)cc1` (centres undefined) gave S3 lipid droplet -14% and S3 lipid droplet cell count max -19.
Cc1cc(=O)n2nc(N3CCC(C(=O)NCc4ccccc4F)CC3)sc2n1 was read as S3 lipid droplet inconclusive.

4 structures out of the list, arranged by molecular weight, highest first:
Screening COc1ccc(-n2nc3c(c2NC(=O)c2ccc(Br)o2)CS(=O)(=O)C3)cc1 returned S3 lipid droplet inconclusive.
O=C(CSc1ncc(S(=O)(=O)c2ccccc2)c(=O)[nH]1)Nc1ccccc1Cl was read as S3 lipid droplet 23% and S3 lipid droplet cell count max 11.
Screening COc1ccc(C(c2nnnn2C2CCCCC2)N2CCN(C)CC2)c(OC)c1 (centres undefined) returned S3 lipid droplet -20% and S3 lipid droplet cell count max 9.
`COc1ccccc1C(=O)C1CCCN(C(=O)c2cnn(C(C)C)c2)C1` (centres undefined) gave S3 lipid droplet inconclusive.

Next part:
Screening Cc1ccnc(NC(=O)C(C)n2cc([N+](=O)[O-])cn2)c1 (centres undefined) returned S3 lipid droplet inconclusive.
`Cc1cc(C)c2ccc3c(C)c(C)n(C)c3c2n1` gave S3 lipid droplet -1% and S3 lipid droplet cell count max -11.
`COc1ccc(N=NC2=C(O)CC(C)(C)CC2=O)c(OC)c1` gave S3 lipid droplet -5% and S3 lipid droplet cell count max -8.
For Cc1oc2cc([N+](=O)[O-])c(O)c([N+](=O)[O-])c2c1C(=O)c1ccc(Cl)cc1 the results were S3 lipid droplet 2% and S3 lipid droplet cell count max 8.
Screening CCN(CC1CCCN(CCc2cccc(OC)c2)C1)C(=O)c1ccoc1C (centres undefined) returned S3 lipid droplet 9% and S3 lipid droplet cell count max 4.
COc1ccc(Nc2cc(Nc3ccc(OC)cc3)ncn2)cc1 was read as S3 lipid droplet inconclusive.
Screening CCCN1CCN(CC(=O)Nc2nnc(CC)s2)CC1 returned S3 lipid droplet inconclusive.
CC(C)(CCO)NC(=S)NC1CC2C=CC1C2 (centres undefined) was read as S3 lipid droplet inconclusive.
O=C(CN1CCN(Cc2ccccc2)CC1)N/N=C/c1ccccc1F was read as S3 lipid droplet 12% and S3 lipid droplet cell count max 22.
For O=C(CSc1nnc2scc(-c3ccccc3)n12)N1CCN(Cc2ccccc2)CC1 the results were S3 lipid droplet inconclusive.
Screening COC(=O)CCNC(=O)Cc1ccc(S(=O)(=O)N2CCCCC2)s1 returned S3 lipid droplet inconclusive.
Screening COc1ccccc1-c1cc(-c2ccccc2)nc(SC(C(N)=O)c2ccccc2)c1C#N (centres undefined) returned S3 lipid droplet inconclusive.
`COc1cc(/C=N/NC(=O)CCn2nnc3ccccc32)ccc1O` gave S3 lipid droplet 5% and S3 lipid droplet cell count max -1.
`Cn1c(SCC(=O)Nc2ccc(Cl)cc2)nc(O)cc1=O` gave S3 lipid droplet inconclusive.
Screening O=C(NC(=S)Nn1cnc2c(cnn2-c2ccccc2)c1=O)c1ccccc1 returned S3 lipid droplet 12% and S3 lipid droplet cell count max -1.
CN(C)C(=O)CSc1nnc(CCNC(=O)OC(C)(C)C)o1 was read as S3 lipid droplet inconclusive.
Screening CN1CCN(c2oc(-c3ccccc3)nc2S(=O)(=O)c2ccc(Br)cc2)CC1 returned S3 lipid droplet inconclusive.
For O=C(NCC#CCSc1nnc(-c2cccc3ccccc23)o1)c1cccs1 the results were S3 lipid droplet inconclusive.
For Nn1cc(-c2ccccc2)nc1SCC(=O)NCCc1ccccc1 the results were S3 lipid droplet inconclusive.
Screening CCN1CCN(c2cc(C)c3cc(NC(=O)Cc4ccccc4OC)ccc3n2)CC1 returned S3 lipid droplet inactive.
CC1CC(C)CN(C(=O)c2ccc(NC(=O)c3ccc(=O)[nH]c3)cc2)C1 (centres undefined) was read as S3 lipid droplet inconclusive.
`Fc1ccc2c(c1)C1C=CCC1C(c1cc3c(cc1Br)OCO3)N2` (centres undefined) gave S3 lipid droplet -9% and S3 lipid droplet cell count max 13.
`CC1=NN(C2=NS(=O)(=O)c3ccccc32)C(C)(O)C1` (centres undefined) gave S3 lipid droplet -1% and S3 lipid droplet cell count max 16.
Screening Cn1c(=O)c2c(nc(Sc3ccccc3N)n2C)n(C)c1=O returned S3 lipid droplet 15% and S3 lipid droplet cell count max -9.
`CCN(C(=O)c1ccc(S(=O)(=O)N(C)C)cc1)C(C)C(=O)Nc1ccc(C)cc1` (centres undefined) gave S3 lipid droplet inconclusive.
For O=C(NC1CCSc2ccccc21)c1ccc(C(F)(F)F)cc1 (centres undefined) the results were S3 lipid droplet inconclusive.
Cc1cccc(NC(=O)C2CCN(S(=O)(=O)c3cccc4nsnc34)CC2)c1 was read as S3 lipid droplet -1% and S3 lipid droplet cell count max 16.
`O=C(O)C(F)(F)S(=O)(=O)O` gave S3 lipid droplet -15% and S3 lipid droplet cell count max -1.
Screening Cc1noc(C)c1COC(=O)c1cccnc1SCC(=O)Nc1ccc2c(c1)OCO2 returned S3 lipid droplet inconclusive.
For O=C(CCNC(=O)C1CCN(S(=O)(=O)c2ccccc2)CC1)NCc1ccccn1 the results were S3 lipid droplet inconclusive.
`COc1ccc(OC)c(C2=NO[C@@](CC(=O)O)(C(=O)Nc3ccc4c(c3)OCCO4)C2)c1` gave S3 lipid droplet 13% and S3 lipid droplet cell count max 19.
`Cc1ccc(NCC(=O)c2ccc([N+](=O)[O-])cc2)cc1` gave S3 lipid droplet inconclusive.
Screening COc1cc(NC(C(=O)Nc2cccc(C(C)=O)c2)c2ccccc2)cc(OC)c1OC (centres undefined) returned S3 lipid droplet inconclusive.
CC1CC(=O)Nc2ccccc2N1S(=O)(=O)c1ccc(Cl)cc1 (centres undefined) was read as S3 lipid droplet inconclusive.
For Cc1nn(CC(=O)OCC(=O)NC(C)c2ccccc2)c(C)c1[N+](=O)[O-] (centres undefined) the results were S3 lipid droplet inconclusive.
C=CCn1c(CCNC(=O)c2cccs2)nnc1SCC(=O)Nc1cccc(F)c1 was read as S3 lipid droplet inconclusive.
Screening Nc1nnc(SCCCOc2ccc(F)cc2)s1 returned S3 lipid droplet inconclusive.
For Cc1ccc(SCC(=O)n2nc(C)cc2C)cc1 the results were S3 lipid droplet inconclusive.
Screening O=C(Cc1cccc(F)c1)N1CCCC(CO)(Cc2ccc(F)cc2F)C1 (centres undefined) returned S3 lipid droplet 18% and S3 lipid droplet cell count max 18.
`CCNc1nc(C#N)nc2c1ncn2-c1cc(F)cc(F)c1` gave S3 lipid droplet inconclusive.
For O=c1c2ccccc2n2cnnc2n1-c1ccccc1 the results were S3 lipid droplet inconclusive.
O=C1[C@@H]2CSCN2C(=O)CN1Cc1cccc(C(F)(F)F)c1 was read as S3 lipid droplet 5% and S3 lipid droplet cell count max 13.
O=C(CSc1oc(-c2ccc(F)cc2)nc1S(=O)(=O)c1ccccc1)NCC1CCCO1 (centres undefined) was read as S3 lipid droplet -4% and S3 lipid droplet cell count max -16.
`C=CCOc1ccc(C2=NOC(C(=O)Nc3ccc4c(c3)OCCO4)C2)cc1OC` (centres undefined) gave S3 lipid droplet inconclusive.
Screening CC(C)(C)NS(=O)(=O)c1ccc(OCC(=O)NCc2ccco2)cc1 returned S3 lipid droplet 18% and S3 lipid droplet cell count max 7.
`COc1ccc(CCC(=O)N(C)CC(=O)Nc2ccc(Cl)c(C(F)(F)F)c2)cc1` gave S3 lipid droplet -23% and S3 lipid droplet cell count max -4.
Screening CCCCN(CC)C(=O)c1cc2c(=O)[nH]c3ccc(C)cc3c2s1 returned S3 lipid droplet inconclusive.
For CCn1c(=O)c([N+](=O)[O-])c(N2CCOCC2)c2ccccc21 the results were S3 lipid droplet inconclusive.
For O=C(C[n+]1cccc(CO)c1)Nc1nc2ccccc2s1 the results were S3 lipid droplet inconclusive.
COc1cccc(NC(=S)/C(=C(\[O-])c2ccc(C)c([N+](=O)[O-])c2)[n+]2ccccc2)c1 was read as S3 lipid droplet inconclusive.
Screening CCOC(=O)c1ccc(CNC(=O)C2CCCCC2C(=O)OCC(F)(F)F)o1 (centres undefined) returned S3 lipid droplet -6% and S3 lipid droplet cell count max 14.
Screening O=C1CCN1C1(C(=O)NC2CCCCC2)CCCC1 returned S3 lipid droplet inconclusive.
CCOC(=O)c1ccc(COc2ccc(C(C)C)cc2)o1 was read as S3 lipid droplet 7% and S3 lipid droplet cell count max 13.
For COCC1CCCN(C(=O)c2cc(COc3cccc4cccnc34)on2)C1 (centres undefined) the results were S3 lipid droplet inconclusive.

Compound activity deposited in PubChem by National Center for Advancing Translational Sciences (NCATS).
